TNF necrop inh – inhibitors of TNF-alpha triggered necroptosis, primary screen, cell-based, Jurkat FADD-/-, single concentration | Jurkat FADD-/- TNF necroptosis rescue, ATP luminescence, 24 h; 0 = TNF only, 100 = no-TNF cells | activation (protection from cell death), % at 10 µM | 220,000 compounds, 0.068% hits | AID 463075, 2010;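 active = activation, meaning protection from cell death, of at least 50% relative to plate controls; inactive = activation below 50%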;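 also: necroptosis triggered by 40 ng/mL TNF-alpha added together with compound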
p47phox inh – p47phox/p22phox peptide binding inhibitors, primary screen, biochemical, uHTS, NADPH oxidase regulatory subunit; Neutrophil cytosol factor 1 (Homo sapiens), P14598; AID 1274, 2008; fluorescence polarization, 2 h; inhibition, % at 24.7 µM; 220,000 compounds, 0.53% hits;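 active = inhibition above about 30%, limit read from the data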;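 also: 0% = p47phox with labelled peptide and 100% = labelled peptide alone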
Runt-SMMHC FRET – inhibitors of RUNX1 Runt–CBFb-SMMHC binding, primary screen, biochemical, FRET, Cerulean-Runt, Venus-CBFb-SMMHC, uHTS | Runt-related transcription factor 1 (Homo sapiens) + Core-binding factor subunit beta … | Cerulean-Runt/Venus-CBFb-SMMHC FRET ratio 530/480, 1 h | inhibition, % at 20 µM | AID 1434, 2008 | 220,000 compounds, 0.74% hits;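 active = mean inhibition across duplicate retests at 20 µM reaching about 50%, limit read from the data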;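 also: 0% = DMSO wells and 100% = wells with excess untagged CBFb-SMMHC; inhibitors lower the FRET ratio by blocking Runt binding to CBFb-SMMHC; some results filed as inactive read as strong as hits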
Target sequence (Q01196 whole entry, looked up): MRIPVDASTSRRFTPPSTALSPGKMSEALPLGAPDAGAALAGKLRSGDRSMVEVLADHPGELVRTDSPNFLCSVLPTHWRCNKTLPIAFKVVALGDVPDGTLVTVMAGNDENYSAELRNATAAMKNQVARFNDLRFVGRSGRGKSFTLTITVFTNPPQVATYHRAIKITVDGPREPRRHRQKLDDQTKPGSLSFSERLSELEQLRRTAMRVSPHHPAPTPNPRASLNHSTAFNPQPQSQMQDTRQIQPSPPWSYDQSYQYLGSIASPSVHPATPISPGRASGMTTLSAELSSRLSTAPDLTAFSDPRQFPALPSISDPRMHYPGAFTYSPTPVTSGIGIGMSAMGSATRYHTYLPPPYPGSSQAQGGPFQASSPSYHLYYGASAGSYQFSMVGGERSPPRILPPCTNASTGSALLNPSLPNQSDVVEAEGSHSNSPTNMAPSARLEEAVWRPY
Target sequence (Q13951 whole entry, looked up): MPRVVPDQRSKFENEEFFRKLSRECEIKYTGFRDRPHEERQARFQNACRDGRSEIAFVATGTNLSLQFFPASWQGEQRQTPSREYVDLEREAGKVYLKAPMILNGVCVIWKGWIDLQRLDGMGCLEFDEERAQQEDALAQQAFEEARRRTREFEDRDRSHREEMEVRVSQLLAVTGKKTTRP
PPC-1+TRAIL kill – compounds killing PPC-1 cancer cells with TRAIL present, primary screen, TRAIL potentiator project, ATPLite luminescence, uHTS. PPC-1 cells + TRAIL, ATPLite viability luminescence. cell killing (% activity), % at 4 µM. 220,000 compounds, 0.41% hits. AID 1443, 2008;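 active = cell killing above 50% in the first pass at 4 µM, then a duplicate retest at 5 µM averaging 50% or more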;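 also: plate controls were cells with TRAIL plus DMSO for no effect and medium-only wells lacking cells for full effect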
zfTRPN1 agonist – zebrafish TRPN1 channel agonists, primary screen, cell-based, HEK293, calcium fluorescence | 220,000 compounds, 0.18% hits | HEK293 zebrafish TRPN1-YFP, Fluo-8 calcium fluorescence; 100% = response to 87 µM carbachol | activation, % at 3 µM;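 active = activation above its plate's cutoff, the mean activation of test wells on that plate plus 3 SD, cut at about 19% in these data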;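 also: 0% = DMSO alone and 100% = 87 µM carbachol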
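Material – zebrafish TRPN1-YFP in HEK293 cells · Doses – 3 µM single point · Schedule – dye 1 h 37 °C plus 30 min RT · Signal – Fluo-8 calcium fluorescence, excitation 470-495 nm, emission 515-575 nm · Read-out – % activation versus carbachol response · Control set – carbachol high, DMSO low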
CHOP inhibitor – inhibitors of CHOP promoter induction, primary screen, cell-based, unfolded protein response, luciferase reporter; inhibition, % at 10 µM; CHO-K1 CHOP-promoter luciferase, tunicamycin-induced, 15-18 h; AID 2732, 2010; 220,000 compounds, 3.8% hits;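 active = compounds that reduced the stress-induced luciferase reporter signal by more than about 70% of percent inhibition, limit read from the data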;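 also: 0% = tunicamycin plus vehicle and 100% = wells without tunicamycin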
TRPML3 ag – human TRPML3 channel agonists, primary screen, cell-based, HEK293 TRPML3-YFP, Fluo-8 calcium fluorescence, 3 µM | 100% = the carbachol control signal | activation, % at 3 µM | 220,000 compounds, 0.29% hits | AID 1448, 2008;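 active = activation above its plate's cutoff, the mean activation of the plate's test wells plus 3 SD, cut at about 12% in these data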;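 also: 0% = DMSO only wells and 100% = carbachol wells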
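Test system: HEK293 cells stably carrying human TRPML3-YFP; Doses: single dose, 3 µM final nominal compound, 0.3% DMSO final; Schedule: dye loading 1 h 37 °C then 30 min ambient, 125 s read; Technique: Fluo-8 calcium fluorescence; Benchmarks: high control carbachol 87 µM, low control DMSO.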
EBV gp42 block – Epstein-Barr virus gp42 inhibitors, primary screen, biochemical, uHTS, fluorescence polarization; 220,000 compounds, 0.42% hits; inhibition, % (tested at 21.74 µM); Fluorescence polarization binding assay, mP read-out; in the data active = inhibition above about 50%
Target sequence (Q1HVG2 whole entry, looked up): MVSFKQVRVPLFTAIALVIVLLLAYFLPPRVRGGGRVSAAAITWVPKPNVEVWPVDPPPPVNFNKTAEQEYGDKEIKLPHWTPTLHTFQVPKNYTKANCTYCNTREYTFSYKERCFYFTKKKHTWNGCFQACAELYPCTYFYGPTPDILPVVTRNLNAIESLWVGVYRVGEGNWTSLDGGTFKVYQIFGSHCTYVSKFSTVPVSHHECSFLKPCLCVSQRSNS
Mdm2 ligase inh – MDM2-luciferase reporter signal enhancers, primary screen, MDM2 E3 ligase inhibitor project, cell-based, luminescence, 1536-well | 210,000 compounds, 0.11% hits | cell-based MDM2 ubiquitination luciferase reporter, 2 h; 0 = plate control, 100 = twice control, blank-subtracted | signal enhancement, % at 5 µM;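 active = signal enhancement of 30% or more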;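 also: luminescence tracks abundance of the self-degrading MDM2-luciferase fusion protein; higher signal means inhibition of MDM2 E3 ligase activity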
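System: stable MDM2–luciferase fusion reporter cells / Input: 2000 cells seeded into each well / Schedule: 4 h settle plus 2 h compound, 37 °C / Compound: single-point 5 µM / Buffer or medium: cells held in DMEM / Benchmarks: control and blank well means / Evaluation: percent signal gain over controls, blank-subtracted / Measured by: luciferase luminescence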
* = called active by the depositor; . = not tested or not shown; [ ] = another dose, or the depositor's remark.

smiles	TNF necrop inh	p47phox inh	Runt-SMMHC FRET	PPC-1+TRAIL kill	zfTRPN1 agonist	CHOP inhibitor	TRPML3 ag	EBV gp42 block	Mdm2 ligase inh
CC(C)(C)n1nc2c(c1NC(=O)Cc1ccccc1)CS(=O)(=O)C2	0.0	5	-1	-2	-1.1	-6	-0.6	-11	-9
Cc1c(C(Nc2ccccn2)c2ccccc2)c(=O)n(-c2ccccc2)n1C (centres undefined)	-2.2	-10	5	23	0.2	1	-0.3	-21	-12
COC(=O)c1cn(Cc2cccnc2)c(=O)c2ccccc12	-0.3	-6	2	-5	0.3	-2	1.3	-8	-6
NC(=O)C1(N2CCCCC2)CCN(C2CC(=O)N(Cc3ccc(N4CCCC4=O)cc3)C2=O)CC1 (centres undefined)	0.5	-2	2	13	-0.7	1	1.1	-11	-11
CCOC(=O)c1cnc(SCc2nc(N)nc(Nc3ccc(F)cc3)n2)nc1N	-3.1	-8	2	-28	-1.2	14	-0.8	9	9
CCC(C)c1ccc(NC(=O)C2CCN(c3ncccn3)CC2)cc1 (centres undefined)	2.3	-5	-15	33	-0.5	17	0.7	-16	10
COC(=O)C1=C(CN2CCN(C)CC2)NC(=O)NC1c1cc(C)ccc1C (centres undefined)	0.1	-2	0	-15	1.9	-2	0.8	-22	-7
CCCCc1ccc(CC2S/C(=C(\C#N)C(=O)N3CCOCC3)N(c3ccccc3)C2=O)cc1 (centres undefined)	0.8	-10	-11	6	0.7	41	-0.1	-6	0
O=C(CCN1C(=O)c2ccccc2C1=O)NCCCn1ccnc1	0.1	-3	1	7	1.7	-2	0.8	6	-5
COc1ccc(-c2cc(C(=O)Nc3ccccc3N3CCOCC3)c3ccccc3n2)cc1OC	-4.0	-17	-2	26	-1.6	23	0.4	-1	-12
CCOC(=O)C=C(C(=O)OCC)C(=O)OCC	0.4	4	5	16	0.6	0	0.4	-8	2
Cc1ccccc1OCc1nnc(SCC(=O)N2c3ccccc3Sc3ccc(Cl)cc32)o1	0.4	-4	3	22	0.9	-11	0.9	6	-14
COc1cc2c(cc1OC)C(CC#N)=NC(C)(C)C2	-0.4	-11	-1	7	-1.4	24	0.4	-12	-10
CCOc1ccc(N(C(=O)c2cc3ccccc3oc2=O)C2C=CS(=O)(=O)C2)cc1 (centres undefined)	7.1	-1	2	4	-0.7	-3	0.5	4	-8
C=C(C)C1Cc2c(C)nn(-c3nc(C)cc(C)n3)c2C1 (centres undefined)	-0.5	-1	4	1	-0.1	-7	-0.1	-5	24
Nc1[nH]c(N=NC(=O)c2ccccc2)c2ccccc12	-0.4	-6	-3	27	0.7	11	0.7	9	-44
CCOC(=O)c1cnc2c(c(C)nn2CC)c1NCCN1CCOCC1	-0.5	-4	-1	14	1.6	6	0.3	4	-6
COc1cccc(CNC(=O)CCC2CCCN(C(=O)c3cscn3)C2)c1 (centres undefined)	1.1	-3	3	-4	0.8	11	0.5	-12	4
Cn1c(=O)c2c(nc(SCc3nc(N)nc(N4CCCCC4)n3)n2C)n(C)c1=O	-2.8	-8	4	9	0.3	-20	-0.1	-9	11
Cc1cccc(NC(=O)CN2C(=O)S/C(=C\c3ccccn3)C2=O)c1	0.1	-18	6	9	-1.1	-4	0.8	-2	-9

Structures above that contain an aryl methoxy group (3):
smiles	TNF necrop inh	p47phox inh	Runt-SMMHC FRET	PPC-1+TRAIL kill	zfTRPN1 agonist	CHOP inhibitor	TRPML3 ag	EBV gp42 block	Mdm2 ligase inh
COc1ccc(-c2cc(C(=O)Nc3ccccc3N3CCOCC3)c3ccccc3n2)cc1OC	-4.0	-17	-2	26	-1.6	23	0.4	-1	-12
COc1cc2c(cc1OC)C(CC#N)=NC(C)(C)C2	-0.4	-11	-1	7	-1.4	24	0.4	-12	-10
COc1cccc(CNC(=O)CCC2CCCN(C(=O)c3cscn3)C2)c1 (centres undefined)	1.1	-3	3	-4	0.8	11	0.5	-12	4

(listing goes on)
smiles	TNF necrop inh	p47phox inh	Runt-SMMHC FRET	PPC-1+TRAIL kill	zfTRPN1 agonist	CHOP inhibitor	TRPML3 ag	EBV gp42 block	Mdm2 ligase inh
CN=C(c1ccco1)n1c(=S)nc(-c2ccco2)n(C)c1=S	-2.4	-2	19	-5	0.7	14	0.7	7	-1
COc1cccc(-c2nnn(CC(=O)Nc3cc(OC)c(NC(=O)c4ccco4)cc3OC)n2)c1	3.2	3	-7	8[5 µM]	-0.1	42	0.0	-3	-8
CN1C(=O)c2ccc(NC(=O)c3cccc(N4C(=O)CCC4=O)c3)cc2C1=O	-0.1	-10	-4	4	0.6	-21	0.5	9	-8
COc1ccc(NC(=O)N(Cc2cc3cc(C)ccc3[nH]c2=O)CC2CCCO2)cc1 (centres undefined)	-1.0	-6	-1	7	1.4	-5	0.4	2	-7
CSc1nc2n(n1)C(C)C1=C(CCCC1=O)N2 (centres undefined)	0.6	8	-2	9	1.5	-6	1.0	-6	6
COCCCNc1nc2c(-c3cccc(C(F)(F)F)c3)nnn2c2ccccc12	1.1	6	5	12	-0.9	-2	0.3	-5	-8
O=C(CN1C(=O)CCSc2ccccc21)Nc1ccc(F)cc1	1.8	-14	-6	1	0.3	9	0.6	-11	-11
COCCn1c(SCC(=O)N2CCCc3ccccc32)nc2ccccc2c1=O	-0.4	68*	1	25	-1.2	3	-1.2	-14	-1
N#Cc1nc(-c2ccc(F)cc2)oc1NCc1ccccc1	1.3	-16	2	8	-1.2	82*	1.5	-13	-1
Cn1c(-c2cccc(Br)c2)cnc1NCc1cccnc1	2.5	-9	-4	-7	-0.4	-1	-0.4	-5	-4

Limited to zfTRPN1 agonist (2 entries from above):
smiles	zfTRPN1 agonist
COc1cc2c(cc1OC)C(CC#N)=NC(C)(C)C2	-1.4
CCOc1ccc(N(C(=O)c2cc3ccccc3oc2=O)C2C=CS(=O)(=O)C2)cc1 (centres undefined)	-0.7

Remaining list, next part.
Values in the order: TNF necrop inh	p47phox inh	Runt-SMMHC FRET	PPC-1+TRAIL kill	zfTRPN1 agonist	CHOP inhibitor	TRPML3 ag	EBV gp42 block	Mdm2 ligase inh
> COCCNC(=S)NCc1cccs1
 : 0.6	-6	0	8	-1.2	-12	0.1	-16	-5
> CC1(C)CC(=O)C(C(N)=NC(=O)c2ccc([N+](=O)[O-])cc2)=C(O)C1
 : 0.9	-2	-2	-3	0.5	-12	1.2	-3	-13
> CN(C)S(=O)(=O)c1ccc(Cl)c(C(=O)Nc2ccccc2[N+](=O)[O-])c1
 : 1.2	-3	3	14	-1.4	22	0.2	2	-3
> O=C(C[n+]1ccc(/C=N/O)cc1)NC1CCCCC1
 : 0.8	-6	2	16	1.6	15	0.5	-5	0
> COc1ccc(NC(=O)CSc2c3c(nc4ccccc24)CCCC3)c(OC)c1
 : -2.6	2	2	12	-0.9	-78	0.4	4	-4
> O=C(N/N=C/c1cc2ccccc2nc1Cl)[C@H]1C[C@@H]1c1ccccc1
 : 0.9	-9	5	24	-2.4	57	0.3	3	-6
> C[C@H](C(=O)C=[N+]=[N-])N1C(=O)c2ccccc2C1=O
 : -3.6	-6	-3	-6	1.7	2	0.1	-8	-56
> O=C(CSc1cccc[n+]1[O-])Nc1cc2c(cc1Cl)C(=O)c1ccccc1C2=O
 : -9.8	33*	4	14	1.1	16	0.2	-20	-3
> COc1ccc(NC(=O)c2cc3c(s2)CCC(C)C3)cc1S(=O)(=O)N1CCOCC1 (centres undefined)
 : 1.4	-29	-2	13	4.6	25	1.2	-16	-14
> CCCC(=O)Nc1nc2ccc(NC(=O)c3ccccc3F)cc2s1
 : -3.4	3	0	-2	-0.7	-2	1.5	-8	-7
> COc1cccc(NC(=O)c2ccc3c(SCC(=O)O)c4c(nc3c2)CCCC4)c1
 : 1.4	-6	-5	6	0.6	22	-0.2	-16	-25
> CC1=Nn2c(nnc2C2CCCCC2)SC1
 : -1.5	-2	-1	16	1.0	28	-0.2	-10	-7
> O=C(c1nc2nc(-c3ccc(Cl)cc3)cc(C(F)(F)F)n2n1)N1CCOCC1
 : -6.4	-10	-7	12	-2.4	34	-0.3	0	5
> COc1ccc2[nH]c(=O)c(CN(C(=O)C3CCCO3)c3ccc(C)cc3)cc2c1 (centres undefined)
 : -1.2	-1	3	-2	0.1	50	-0.5	3	6
> Cn1c(=O)[nH]c(=O)c2c1nc(NCCCn1ccnc1)n2Cc1ccccc1
 : -1.0	-12	0	14	0.5	-13	-0.4	-7	-1
> COc1ccc(C(C(=O)NC(C)(C)C)N(C(=O)CNC(=O)c2cccs2)c2ccc(C(C)C)cc2)cc1OC (centres undefined)
 : -2.7	-9	-1	-4	0.5	29	0.5	-7	-13
> CN(C)c1nc(NCc2ccccc2)nc(SCC(=O)Nc2ccccc2Cl)n1
 : 3.5	-25	-5	11	-0.9	25	0.1	-11	-1
> CCCCn1c(SCC(=O)NCCOC)nc2ccc(N3CCOCC3)cc2c1=O
 : 0.6	4	-13	-7	-0.1	5	1.2	6	-3
> COc1cc(-c2nc3ccccn3c2/N=C/c2cccc(F)c2)ccc1O
 : -0.1	-19	6	-3	1.3	53	1.2	10	-13
> Cn1c(SCC(=O)NC(=O)CN2CCCC2=O)nnc1-c1ccc(F)cc1
 : 1.3	-2	2	-38	0.6	6	-1.1	-2	-11
> Cc1ccc(C(=O)Oc2ccc(C(=O)COC(=O)C3CC(=O)N(Cc4ccco4)C3)cc2)cc1 (centres undefined)
 : -5.6	-12	-16	22	2.0	26	1.6	10	.

Screening results as filed in PubChem BioAssay.

The order is random; overall some 5.9% were active at least once.
